NR3A LBD binder – NR3A (human) ligand-binding domain modulation; NR3A LBD differential scanning fluorimetry, Tm shift; 0% = protein alone, 100% = glycine-bound protein; Tm shift relative to glycine control, % at 25 µM; 340,000 compounds, 2.5% hits;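 active means melting temperature shift of at least 10% of the positive control shift, at one fixed dose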
MIN6 prolif – induces beta-cell replication in MIN6 cells. MIN6 cells proliferation, ATPlite luminescence, 48 h; cells starved in 0.2% serum; 100% = growth in 10% serum. proliferation, % at 10 µM. AID 2380. 330,000 compounds, 0.29% hits;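 active means compounds whose signal lies at least 3.5 SD above the mean of all wells on their plate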;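 further: 0% = DMSO-treated cells in low-serum medium and 100% = 10% serum control; some compounds called inactive have numbers as strong as hits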
tim10-1 inh – inhibits growth of tim10-1 mutant yeast; S. cerevisiae tim10-1 ts strain growth, BacTiter-Glo, 24 h; AID 463190; 330,000 compounds, 2.2% hits; inhibition, % at 20 µM;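 active means inhibition of at least 40%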;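 further: mutant grown at 25 °C; 0% = DMSO wells with yeast and 100% = wells holding no yeast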
NALP3 yeast inh – NALP3 inhibition in yeast. Yeast reconstituted NLRP3/ASC/caspase-1, beta-gal luminescence, 24 h. inhibition, % at 10 µM. 330,000 compounds, 0.39% hits. AID 2825;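 active means inhibition of 50% or more; inactive means inhibition below 50%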;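 further: plate controls were induced DMSO wells for no effect and uninduced yeast grown without galactose for full effect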
TIM10 inh – TIM10 yeast growth inhibition; S. cerevisiae TIM10 strain growth, BacTiter-Glo luminescence, 24 h; inhibition, % at 10 µM; 330,000 compounds, 1.4% hits;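 active means inhibition of 40% or more at the single tested concentration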;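 further: wild-type TIM10 isogenic control strain grown at permissive 25 °C; 0% = DMSO yeast wells and 100% = minimal medium wells without yeast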
APJ antag – antagonists of human APJ apelin receptor | CHO-K1 APJ beta-arrestin complementation, luminescence | inhibition, % at 20 µM | 330,000 compounds, 0.32% hits | AID 2521;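 active means inhibition above about 40% at 20 µM, limit read from the data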;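 further: cells challenged with 10 nM apelin-13 agonist together with compound; plate controls were apelin-13 plus DMSO wells for no effect and DMSO wells lacking apelin-13 for full effect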
Target sequence (P35414 whole entry, looked up): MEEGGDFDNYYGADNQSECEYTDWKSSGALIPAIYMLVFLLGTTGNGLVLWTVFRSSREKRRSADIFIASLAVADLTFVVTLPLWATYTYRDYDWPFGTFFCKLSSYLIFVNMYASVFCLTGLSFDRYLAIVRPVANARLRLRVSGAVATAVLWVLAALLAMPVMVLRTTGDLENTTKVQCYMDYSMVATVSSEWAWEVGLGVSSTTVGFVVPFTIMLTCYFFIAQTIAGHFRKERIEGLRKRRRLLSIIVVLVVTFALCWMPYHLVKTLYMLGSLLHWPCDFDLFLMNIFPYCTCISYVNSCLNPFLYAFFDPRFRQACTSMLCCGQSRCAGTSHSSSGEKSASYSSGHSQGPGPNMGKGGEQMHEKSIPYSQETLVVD
tim23-1 inh – tim23-1 yeast growth inhibition; S. cerevisiae tim23-1 growth, BacTiter-Glo luminescence, 24 h; inhibition, % at 20 µM; 330,000 compounds, 1.3% hits; AID 463212;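 active means growth inhibition of the mutant yeast at or above 50%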;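 further: temperature-sensitive mutant grown at 25 °C; plate controls were DMSO-treated mutant yeast for no effect and medium wells lacking yeast for full effect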
APJ agonist – activates the human apelin receptor APJ. P35414. CHO-K1 APJ PathHunter beta-arrestin, luminescence; 0% DMSO wells, 100% apelin. activation, % at 20 µM. 330,000 compounds, 0.11% hits. AID 2520;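 active means activation more than six SD over the plate average, tested at 20 µM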;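 further: 0% = DMSO alone and 100% = apelin-13 at 10 nM; some results filed as inactive read as strong as hits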
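assay system = CHO-K1 APJ beta-arrestin complementation cell line | input = cell density 1000 per well | dosing = compound 20 µM once, DMSO 1% | timing = compound 90 min 25 °C, reagent 1 h | measured by = luminescence from split beta-galactosidase complementation, Galacton Star/Emerald II substrate | read-out basis = APJ agonist activity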
MPTP inh – inhibitors of mitochondrial permeability transition pore. isolated mouse mitochondria, Ca2+ swelling absorbance, 30 min. inhibition, % at 10 µM. 360,000 compounds, 1.4% hits;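 active means inhibition of 50% or more, scaled per plate between neutral and stimulator controls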;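 further: 0% = DMSO wells given calcium and 100% = 1 mM EGTA wells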
* hit, by the source's call; / = not tested or not shown. Not a hit list. Share with any hit: about 7.2%.

SMILES	NR3A LBD binder	MIN6 prolif	tim10-1 inh	NALP3 yeast inh	TIM10 inh	APJ antag	tim23-1 inh	APJ agonist	MPTP inh
COc1cc(/C=N/NC(=O)c2c(-c3ccccc3)noc2C)ccc1O	0	-1	0	1	-8	-22	6	0	-4.3
O=C(CSc1cccc[n+]1[O-])N1CCCCCC1	1	-2	13	-1	-17	-11	6	-1	0.7
CCC(=O)Nc1ccc(S(=O)(=O)N2CCOCC2)cc1	-1	1	14	12	11	-10	7	-3	-0.7
CN(c1ccc(OCC(=O)NCc2cccnc2)cc1)S(=O)(=O)c1ccc(Cl)cc1	-1	-2	-11	-5	2	8	20	-1	-0.7
CCOC(=O)c1c(S(=O)(=O)N2CCN(C)CC2)c(C)n(C)c1C	0	5	17	2	8	-1	10	-5	-0.3
COc1cc(CN(CC2CCCO2)C(=O)c2cccs2)cc(OC)c1OC (stereo unspecified)	-3	0	17	16	13	-13	10	2	-1.4
Cc1nc2c(C)cccc2c2c1CCS2	0	-1	-10	25	5	7	9	-3	2.1
Cc1ccc(-c2cc(-c3ccccc3)nc(N(C)N)n2)cc1	1	-4	35	20	32	-2	56*	-4	2.0
Cc1cnc(C(=O)Oc2c(C)ccc(C)c2C)cn1	4	-3	-14	19	10	6	16	-2	-1.6
COc1cc(C=O)c(Br)cc1OCc1ccc(C)cc1	3	-4	13	-25	39	-2	65*	-2	2.2
N#Cc1c2c(c(-n3cnc4ccccc43)n3c1nc1ccccc13)CCC2	-1	-1	-19	-4	-11	-39	-23	-3	-6.3
Cc1ccc(SCC(=O)NC(=O)NCCC(C)C)c(C)c1	4	-2	1	5	15	-18	20	-2	0.0
O=C(NCc1cn2ccccc2n1)c1ccc2c(c1)OCO2	0	-3	-10	-3	5	-4	2	0	-1.3
Cc1ccc(Nc2nc(Cl)c(C=O)s2)cc1	-2	-7	-9	7	41*	11	33	-3	2.3
Cc1ccc(S(=O)(=O)N2CCN(C(=O)Cn3nc(C)c([N+](=O)[O-])c3C)CC2)cc1	0	-1	-14	18	1	3	-4	-3	-1.9
Cc1ccc(N(CC(=O)NCc2ccccc2Cl)S(=O)(=O)c2c(C)noc2C)cc1	0	-1	37	12	9	22	29	-1	2.1
C[C@H]1CCC(=O)N([C@H](CC#N)Cc2ccccc2)CC1	-2	-1	-11	1	-1	-55	10	5	-1.0
COc1cc(NC(=O)C2CCC(=O)N2S(=O)(=O)c2ccc(C)cc2)cc(OC)c1 (stereo unspecified)	2	1	-2	12	7	19	3	-3	1.1
Cc1ccc(NC(=O)COC(=O)CN2C(=O)c3ccccc3C2=O)cc1S(=O)(=O)N(C)C	-1	-1	5	-2	12	-6	4	-1	0.5
Cc1ccc(SCc2cc(=O)[nH]c(Nc3nc(C)c4ccccc4n3)n2)cc1	-3	0	32	4	15	-7	33	4	-10
CC(C)N(C(=O)CSc1nnc(NC(=O)C2CCC2)s1)C(C)C	2	2	29	-13	23	5	13	-3	0.8
CCc1ccc(NC(=O)Cc2c(C(=O)O)n(C)c3ccccc23)cc1	-20	0	11	-12	0	-12	16	-1	-2.2
O=C(Nc1ncccc1O)c1ccc(S(=O)(=O)Nc2ccccc2)cc1	/	-6	-12	8	-2	-31	12	2	-0.7
COc1ccc(-c2ccc(-c3nnc(-c4cc(OC)ccc4OC)o3)cc2)cc1	-14	-4	12	9	-2	-4	1	-1	1.8
N/C(=N\OC(=O)CCCOc1ccccc1)c1cccc(Br)c1	-17	-2	34	5	31	-4	22	-1	1.0

Compounds listed so far with a Cl atom (3):
SMILES	NR3A LBD binder	MIN6 prolif	tim10-1 inh	NALP3 yeast inh	TIM10 inh	APJ antag	tim23-1 inh	APJ agonist	MPTP inh
CN(c1ccc(OCC(=O)NCc2cccnc2)cc1)S(=O)(=O)c1ccc(Cl)cc1	-1	-2	-11	-5	2	8	20	-1	-0.7
Cc1ccc(Nc2nc(Cl)c(C=O)s2)cc1	-2	-7	-9	7	41*	11	33	-3	2.3
Cc1ccc(N(CC(=O)NCc2ccccc2Cl)S(=O)(=O)c2c(C)noc2C)cc1	0	-1	37	12	9	22	29	-1	2.1

Other results:
SMILES	NR3A LBD binder	MIN6 prolif	tim10-1 inh	NALP3 yeast inh	TIM10 inh	APJ antag	tim23-1 inh	APJ agonist	MPTP inh
CC1(C)C(=O)CC[C@]2(C)C3C(=O)C=C4[C@H]5C[C@@](C)(C(=O)O)CC[C@]5(C)CC[C@]4(C)[C@]3(C)CC[C@@H]12 (stereo partly specified)	-2	-3	9	16	7	18	14	-3	2.2
CCCCCCCCCCNC(=O)CCn1[nH]c(=O)c2ccccc2c1=O	-2	-3	13	2	4	13	28	8	0.1
COc1ccc(NC(=O)CN(C)C(=O)c2cc(-c3ccc(OC)cc3)nc3ccccc23)cc1	0	-3	30	7	6	-12	22	5	0.1
CCN(CC)CCCNc1nc2ccccc2c2nc(-c3ccncc3)nn12	/	-5	7	-4	18	12	8	-3	-1.4
COCc1cc(C)n(CC(=O)Nc2ccc3c(c2)OCO3)c(=O)c1C#N	-2	-2	2	6	9	2	6	1	-0.8
O=C(NC(=S)NCCc1ccccc1)c1ccccc1	-3	-6	45*	7	43*	-21	55*	2	1.0
O=S(=O)(c1cccc(-c2nc3ccccc3s2)c1)N1CCOCC1	3	0	41*	-40	43*	-8	53*	-5	1.9
CCOc1ccc(N2CC(C(=O)Nc3ncccc3C)CC2=O)cc1 (stereo unspecified)	1	-3	-3	-3	-1	7	15	-2	-0.8
Cc1ccc2[nH]c(=O)c(CN(Cc3cccnc3)Cc3nnnn3CC3CCCO3)cc2c1 (stereo unspecified)	2	-3	2	-7	-4	-13	11	0	1.4
Cc1cccc(S(=O)(=O)CC(=O)Nc2nc(-c3ccccc3)cs2)c1	-1	-3	33	-2	18	11	46	6	4.5
COc1ccc([C@H]2CC(=O)C=C(c3ccc(Cl)c(Cl)c3)C2)cc1	-1	-7	7	15	-1	5	14	0	-0.3
CCCCc1nc2ccccc2c(=O)n1NC(=O)c1c(O)c2cccc3c2n(c1=O)CC3	-2	-6	5	14	0	3	2	-2	-0.1
CCC(=O)N1CCc2cc(Br)cc(S(=O)(=O)NCC3CCCN3CC)c21 (stereo unspecified)	1	-2	2	-3	2	-4	9	-5	0.9
O=C(NCCCn1ccnc1)c1cc(S(=O)(=O)N2CCOCC2)c(Cl)cc1Cl	1	-1	24	0	12	-2	8	-5	-0.2
N#Cc1ccccc1NC(=O)c1ccc2c(Cl)c3c(nc2c1)CCCC3	-1	0	38	15	11	-16	45	1	0.8
COc1ccc(CCNc2nc(C)nc3c2nnn3Cc2ccccc2)cc1	-1	-2	16	15	0	-4	14	-5	0.5
O=C(N/N=C/c1ccccc1)c1n[nH]c2c1CCCC2	-39	-1	-9	11	5	-3	-3	-3	-0.8
CC(=NNC(=O)CSc1nc2ccccc2o1)c1ccco1	2	-4	3	11	-2	3	1	5	-1.0
Cc1cc(-n2c(C)cc(C(=O)CN3C(=O)NC4(CCCC4)C3=O)c2C)no1	-1	-3	-72	3	-5	1	5	-5	-0.5
CC(C)(C)OC(=O)N1CCC(c2c(C(=O)NCC3CCN(C4CCCC4)C3)cnn2-c2ccc(F)cc2)CC1 (stereo unspecified)	-8	-1	-4	-1	5	13	-1	2	0.5
Cc1cccc(CS(=O)(=O)Cc2ccc(C(=O)NCCCN3CCCC3)o2)c1	0	4	2	2	5	-16	8	1	0.7
C[C@@H]1COC(=O)[C@H](Cc2ccc(F)cc2)CC/C=C\C[C@@H](CC(=O)NCCO)C(=O)N1	2	-1	-6	1	7	4	-6	-1	1.0
O=C(O)C1CCCCC1C(=O)NC1C2CC3CC(C2)CC1C3 (stereo unspecified)	1	2	-4	9	-11	10	-8	-1	0.8
Cc1c(NC(=O)COC(=O)c2cc3c4ccccc4n(C)c3s2)c(=O)n(-c2ccccc2)n1C	-3	2	16	7	6	10	14	1	-0.7
CC(C)Cc1nnc(NC(=O)C2=COCCO2)s1	0	1	10	9	18	-3	5	1	-0.1

Further results:
SMILES	NR3A LBD binder	MIN6 prolif	tim10-1 inh	NALP3 yeast inh	TIM10 inh	APJ antag	tim23-1 inh	APJ agonist	MPTP inh
CCN(CC(=O)NCc1cccs1)CC(=O)Nc1ccccc1C	-2	2	5	2	-3	-1	-4	4	-0.6
C[C@@H]1C(=O)O[C@@H]2[C@H](O)C34[C@H]5C[C@@H](C(C)(C)C)C36[C@H](OC(=O)[C@@H]6O)OC4(C(=O)O5)[C@@]12O (stereo partly specified)	0	1	15	6	15	3	9	-2	-0.6
CC(C)(C)c1ccc(/C=C/C(=O)NC2CCS(=O)(=O)C2)cc1 (stereo unspecified)	0	-3	-7	-6	-8	0	1	-3	-6.4
CC(C)c1ccccc1NC(=O)COC(=O)c1c2c(nc3ccccc13)CCN(Cc1ccccc1)C2	-3	-6	34	2	24	9	25	1	9.4
O=C(/C(=C(\[O-])c1ccccc1)[n+]1ccc2ccccc2c1)c1ccc(Cl)cc1	0	0	19	-8	25	18	18	-2	7.8
O=C(Nc1ccccc1-c1nc2ccccc2s1)C1=COCCO1	-5	-3	21	24	22	-3	11	-2	1.6
CCC1C(=O)N(C)CCc2ccccc21 (stereo unspecified)	-3	0	14	-7	10	3	5	-2	0.0
Cc1nnc(NC(=O)CSc2ncc(-c3ccccc3)[nH]2)s1	-1	-3	11	-13	-8	0	-9	-4	-0.3
C=CCN1C=C2C(=O)C(C)(OC(=O)c3ccc(OC)cc3)C(=O)C(c3ccco3)=C2C=C1CCCC (stereo unspecified)	0	0	-11	15	-3	-6	-11	2	0.8
CCCc1nc2oc(C(=O)OCC)c(N)c2c2c1COC(C)(C)C2	0	5	24	0	37	-1	41	-2	1.0
CN(C)CCCN(C(=O)c1cc(-c2cccs2)nc2ccccc12)c1nc2c(F)cccc2s1	2	-7	37	27	30	-25	-3	-7	0.5
Cc1ccc(S(=O)(=O)N2CCC(C(=O)N3Cc4ccccc4C3)CC2)cc1	2	-1	12	-8	10	9	1	-4	2.8
COc1cccc(NC(=O)CN(C)C(=O)c2csc3c2CCCC3)c1	3	-3	16	6	7	-1	31	-1	-0.6
CCc1ccc(C(=O)COC(=O)c2n[nH]c3ccccc23)cc1	-5	0	-27	14	28	-16	20	1	0.4
O=C(CSc1nnc(-c2ccc(O)cc2)o1)Nc1ccccc1Br	2	-3	-8	19	6	23	3	-2	0.6
COc1cccc2c1OCC(CN1CCN(Cc3ccccc3)C(CCO)C1)=C2 (stereo unspecified)	0	-2	8	5	-12	6	4	-3	1.5
COCC(=O)N1CCC(Oc2ccc(C(=O)N(C)C3CCCCC3)cc2)CC1	-3	2	-2	12	-4	25	1	2	0.3
CSc1ccccc1NC(=O)Nc1ccc(F)c(Cl)c1	42*	-4	23	16	13	-6	8	0	93*
COC(=O)c1cccc(NC(=O)CCCOc2cccc(C)c2)c1	-1	-1	11	0	0	3	32	-1	-3.8
Cc1ccc(C(=O)Nc2cc([N+](=O)[O-])ccc2C)cc1	-1	3	11	13	7	-4	2	0	2.1
C=CCn1c(SCC(=O)Nc2cccc(C(=O)OC)c2)nnc1C(C)NC(=O)c1cccs1 (stereo unspecified)	0	-2	12	4	-21	13	4	1	-0.7
CCc1ccc(N2CC(C(=O)Nc3cccc(S(=O)(=O)N4CCCC4)c3)CC2=O)cc1 (stereo unspecified)	-1	-3	10	5	19	-72	21	-2	-0.4
CC(C(=O)NCc1cccnc1)N1C(=O)c2ccccc2C1=O (stereo unspecified)	-2	1	7	3	-5	11	-5	-1	-3.5
COC(=O)C1=C(C)NC2=C(C(=O)CC(C)(C)C2)C1c1cccc(C)n1 (stereo unspecified)	-1	-4	13	8	2	10	11	-3	-0.4

Screens: PubChem, Sanford-Burnham Center for Chemical Genomics
